proCasp7 act = counter-screen: procaspase-7 (human) activation; P55210; recombinant procaspase-7, Ac-DEVD-pNA absorbance 405 nm; D23A/D198A/D206A triple mutant, cannot self-cleave; scale: DMSO 0, 5 µM enzyme 100; activation, % at 8.5 µM; 330,000 tested, 0.093% active;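 active = percent activation above the screen-wide mean plus 3 SD, cut at about 25% in these data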
Target sequence (P55210 whole entry D23A/D198A/D206A): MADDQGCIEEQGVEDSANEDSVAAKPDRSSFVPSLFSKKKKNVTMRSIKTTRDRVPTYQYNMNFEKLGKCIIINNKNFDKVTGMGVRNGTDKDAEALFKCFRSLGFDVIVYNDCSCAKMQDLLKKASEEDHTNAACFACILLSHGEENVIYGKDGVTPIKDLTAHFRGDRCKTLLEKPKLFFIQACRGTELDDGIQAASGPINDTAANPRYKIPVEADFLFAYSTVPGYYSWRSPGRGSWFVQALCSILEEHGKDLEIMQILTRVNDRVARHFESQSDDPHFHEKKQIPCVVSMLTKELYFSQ
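buffer or medium = Zinc-free HEPES/NaCl buffer, pH 7.4 | material = Procaspase-7 triple mutant (PC-7 D3A) | input = 2 µM procaspase-7 mutant as dispensed | signal = Epi-absorbance of released pNA at 405 nm, two timepoints | timing = 1 h preincubation, 2 h reaction | replicates = singlicate compound testing | evaluation = % activation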
MEP2 TOR yeast = modulators of TOR pathway MEP2-GFP in S. cerevisiae | 330,000 tested, 0.51% active | AID 2016 | GFP response vs DMSO, % at 10 µM | S. cerevisiae MEP2-GFP strain, flow cytometry GFP, 3 h; 100% = DMSO control level;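 active = GFP response versus DMSO above a set limit, roughly screen mean plus 3 SD, cut at about 180% in these data; inconclusive = fewer than 70 cells counted for a yeast strain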;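 note: median GFP fluorescence of the barcode-gated MEP2-GFP cells per well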
GASC-1 inh = inhibitors of human GASC-1 (JMJD2C) demethylase. Q9H3R0. GST-JMJD2C(1-420) H3K9me3 demethylation, DELFIA europium. inhibition, % at 2.35 µM. 330,000 tested, 0.069% active;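 active = more than half of a compound's replicate wells show inhibition beyond 50%, single wells judged on their own value; inconclusive = some, but no more than half, of replicates pass 50% inhibition; inactive = no replicate passes 50% inhibition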;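 note: signal counts dimethyl H3K9 product captured on neutravidin plate; 0% = median of DMSO wells and 100% = 0.3 times that DMSO median; strong numbers were not always called active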
Target sequence (Q9H3R0 1-420 limits assumed): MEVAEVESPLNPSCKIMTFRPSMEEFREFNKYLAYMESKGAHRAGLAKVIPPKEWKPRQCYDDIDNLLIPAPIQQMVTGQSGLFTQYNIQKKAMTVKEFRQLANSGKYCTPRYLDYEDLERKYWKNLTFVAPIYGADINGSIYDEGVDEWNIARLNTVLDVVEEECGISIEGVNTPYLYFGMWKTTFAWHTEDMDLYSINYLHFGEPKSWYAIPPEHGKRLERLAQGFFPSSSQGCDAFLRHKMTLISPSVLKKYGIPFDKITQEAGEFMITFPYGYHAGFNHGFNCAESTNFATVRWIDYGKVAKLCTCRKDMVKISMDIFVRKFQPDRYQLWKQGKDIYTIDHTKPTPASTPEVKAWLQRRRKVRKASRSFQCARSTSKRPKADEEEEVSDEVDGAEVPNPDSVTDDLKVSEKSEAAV
proCasp3 act = activates human procaspase-3 | 330,000 tested, 0.11% active | recombinant procaspase-3 D3A, Ac-DEVD-pNA absorbance 405 nm | AID 463141 | P42574 | activation, % at 8.5 µM;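 active = activation above the mean of all tested compounds plus 3 SD, cut at about 21% in these data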;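 note: 0% = DMSO alone and 100% = DMSO wells spiked with extra 5 µM PC-3 D3A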
Target sequence (P42574 whole entry D9A/D28A/D175A): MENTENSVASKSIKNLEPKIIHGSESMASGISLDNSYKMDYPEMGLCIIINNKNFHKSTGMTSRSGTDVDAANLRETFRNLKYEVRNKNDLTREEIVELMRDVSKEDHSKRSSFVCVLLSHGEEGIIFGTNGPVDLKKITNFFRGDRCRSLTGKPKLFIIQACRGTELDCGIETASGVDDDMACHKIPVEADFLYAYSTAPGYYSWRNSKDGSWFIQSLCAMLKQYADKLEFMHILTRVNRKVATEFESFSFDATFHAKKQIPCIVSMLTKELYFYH
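Compound: 8.5 µM single point, 0.8% DMSO / Material: Autoprocessing-dead procaspase-3 D3A mutant enzyme / Timing: 1 h preincubation plus 2 h reaction at 25 °C / Medium: Zinc-free HEPES/NaCl buffer with 0.01% Triton X-100 at pH 7.4 / Technique: 405 nm absorbance of p-nitroaniline, reads at 0 and 120 min / Repeats: one well per compound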
LAP4 TOR yeast = alters LAP4-GFP fluorescence in TOR pathway yeast screen | S. cerevisiae LAP4-GFP multiplex, flow cytometry GFP, 3 h; median GFP as percent of DMSO wells | GFP response vs DMSO, % at 10 µM | 320,000 tested, 0.34% active | AID 2023;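 active = GFP response vs DMSO above a set limit, about the screen mean plus 3 SD, cut at about 150% in these data; inconclusive = under 70 cell events counted for the yeast strain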
Yeast superoxide = caloric restriction mimetics inhibiting age-related superoxide in yeast; 330,000 tested, 0.18% active; AID 2690; S. cerevisiae aged cells, superoxide DHE fluorescence; active compounds read low; superoxide response (% of plate mean), % at 10 µM;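 active = superoxide response under a set limit, about three screen SD below normal, cut at about 65% in these data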;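 note: yeast aged for seven days with compound at 30 °C before DHE staining; 100% = average MFI of all compound-treated wells on the plate with controls excluded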
AHR act = activates the human aryl hydrocarbon receptor | P35869 | AHR-responsive luciferase reporter cells, luminescence | activation, % at 5 µM | 320,000 tested, 2.5% active; in the data active = activation above about 47%;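 note: 0% = vehicle wells and 100% = reference agonist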
RPL19A TOR yeast = alters RPL19A-GFP fluorescence in TOR pathway yeast screen. S. cerevisiae RPL19A-GFP strain, flow cytometry, 3 h; active compounds read low. percent response vs DMSO, % at 10 µM. 330,000 tested, 0.3% active. AID 2025;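 active = percent response vs DMSO below 50%; inconclusive = fewer than 70 events counted for the yeast strain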;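 note: median channel GFP fluorescence of the barcoded RPL19A-GFP strain; ratio of sample median GFP to plate DMSO average so 100% = DMSO; lower means less RPL19A-GFP as with rapamycin TOR inhibition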
Starred values were filed as active, the others as inactive; ? = inconclusive; / = not tested or not shown. Random draw from the library; about 3.8% have a hit in one of these screens.

SMILES,proCasp7 act,MEP2 TOR yeast,GASC-1 inh,proCasp3 act,LAP4 TOR yeast,Yeast superoxide,AHR act,RPL19A TOR yeast
O=c1ccc(/C=C/c2ccccc2)nn1Cc1ccc(Cl)cc1Cl,-6.1,100.6,-6.7,-3.7,105.7,101.1,6.7,99.4
CCOC(=O)c1nn(-c2ccc3ccccc3c2)cc1O,11.3,105.4,-1.5,5.0,109.8,93.8,3.5,106.7
O=C(NCc1ccc(Cl)cc1)c1ccc(Br)o1,-7.8,101.0,-2.4,6.5,110.3,92.6,-0.7,103.5
O=C(OCC(=O)N1CCCC1)c1ccc(S(=O)(=O)Nc2ccccc2)cc1,8.2,94.8,30.4,-1.4,99.9,105.5,0.7,96.7
CC(C)(C)c1cc(C(=O)Nc2ccc(F)cc2)n(Cc2ccc(F)cc2)n1,5.8,99.7,-9.5,4.8,101.7,100.0,-1.3,100.5
CCN(CC)c1ccc(/C=N/NC(=O)c2ccco2)c(O)c1,-78.5,93.3,8.9,-100.9,110.0,88.8,11.8,94.1
CCOC(=O)c1ccc2nc(C)c(CC)c(Cl)c2c1,0.6,92.9,-15.0,-0.7,105.0,92.2,-4.3,102.0
Cc1ccc(C2NC(=O)c3ccccc3N2)s1 (stereo unspecified),-7.2,95.7,10.9,0.4,98.8,100.1,99.8*,85.8
COc1ccc(NC(=O)N2CCC(c3ccccc3)C2)c(OC)c1 (stereo unspecified),0.5,95.8,2.4,1.2,96.0,94.1,-6.9,99.8
Cc1ccc(S(=O)(=O)N2CCN(C)CC2)cc1-c1nnc2c3ccccc3c(C)nn12,11.4,99.3,1.6,1.7,96.9,115.4,-0.7,99.3
O=C(CO/N=C/c1ccccc1OC(F)F)NCc1cccs1,0.2,96.9,6.5,-1.7,91.7,93.9,24.8,98.3
COC(=O)CSc1ccc(-c2nc3ccc(C)cc3[nH]2)cn1,-4.0,103.1,3.3,-8.9,104.2,98.4,8.1,100.6
Nc1cc(=O)[nH]c(SCc2nnc(-c3ccccc3)o2)n1,-11.7,100.8,5.6,8.7,104.0,72.7,5.6,101.3
CCCCN(C(=O)/C=C/c1ccc(OC)cc1)C1CCS(=O)(=O)C1 (stereo unspecified),-3.7,106.7,?,-4.1,95.2,110.7,2.9,103.6
COc1ccccc1CNC(=O)COC(=O)CC1CC2CCC1C2 (stereo unspecified),-7.6,98.7,25.9,8.9,95.6,100.7,-1.2,96.4
C/C(=N\NS(=O)(=O)c1ccc(C)cc1)c1cc2ccccc2oc1=O,-23.6,95.4,167.9,-10.5,95.5,89.7,3.7,96.2
COc1ccc(OC)c(S(=O)(=O)N(C)CC(=O)N2CCCCC2)c1,7.0,96.6,-4.3,5.2,95.9,99.7,0.6,110.8
CCC(=O)c1ccc(N2CCCC2)c(F)c1,3.9,105.7,13.8,-12.2,106.6,109.0,10.2,99.5
CCOc1ccc(CCNC(=O)c2cc(C)nn2-c2ccccc2)cc1,1.2,109.6,-0.1,5.7,103.9,97.8,4.6,104.1
Cc1cc(S(=O)(=O)NCC(c2ccc3c(c2)OCO3)N2CCOCC2)ccc1F (stereo unspecified),-0.9,108.1,-25.5,-5.5,93.7,99.5,3.1,101.2
O=C1Cc2cc(S(=O)(=O)N3CCN(c4cccc(Cl)c4)CC3)ccc2N1,-5.9,104.1,-4.0,-2.0,115.3,92.5,1.0,103.8
Cc1[nH]nc2c1C(c1cc(Br)cs1)C(C#N)=C(N)O2 (stereo unspecified),3.2,96.4,-2.5,-0.5,94.5,112.2,1.0,91.6
CCOc1ccccc1NC(=O)CSc1nc2cc(O)ccc2c(=O)n1-c1ccc(OC)c(OC)c1,-6.4,87.7,-26.8,-4.0,99.0,95.7,-0.5,105.9
CCOc1cc(C(=O)Nc2ccc(N3CCN(S(C)(=O)=O)CC3)cc2)cc(OCC)c1OCC,14.0,102.0,1.8,-0.8,96.1,110.0,2.2,102.6

Some of the entries above, set out differently.
CCC(=O)c1ccc(N2CCCC2)c(F)c1
  proCasp7 act: 3.9
  MEP2 TOR yeast: 105.7
  GASC-1 inh: 13.8
  proCasp3 act: -12.2
  LAP4 TOR yeast: 106.6
  Yeast superoxide: 109.0
  AHR act: 10.2
  RPL19A TOR yeast: 99.5

CCOc1ccc(CCNC(=O)c2cc(C)nn2-c2ccccc2)cc1
  proCasp7 act: 1.2
  MEP2 TOR yeast: 109.6
  GASC-1 inh: -0.1
  proCasp3 act: 5.7
  LAP4 TOR yeast: 103.9
  Yeast superoxide: 97.8
  AHR act: 4.6
  RPL19A TOR yeast: 104.1

Additional entries
SMILES,proCasp7 act,MEP2 TOR yeast,GASC-1 inh,proCasp3 act,LAP4 TOR yeast,Yeast superoxide,AHR act,RPL19A TOR yeast
CCOc1ccc(NC(=O)Nc2nc3ccc(S(C)(=O)=O)cc3s2)cc1,/,105.2,-2.0,/,76.8,99.2,/,120.9
COc1ccc(CN2CCN(C(=O)c3ccco3)CC2)cc1,-0.9,106.6,5.0,0.6,100.4,97.6,-1.1,108.8
CC(=O)c1cccc(NS(=O)(=O)c2cc3c(cc2C)N(C(C)=O)CCO3)c1,-1.4,98.2,6.6,6.5,106.4,78.0,0.2,95.9
O=C1CC[C@@H](CN(Cc2ccccn2)Cc2nc(Cc3cccc(C(F)(F)F)c3)no2)N1,9.7,96.2,-4.7,6.2,97.2,77.2,2.2,105.4
O=C(CNc1cccc2ccccc12)N/N=C/c1ccc[nH]1,-8.4,108.8,-0.6,5.6,117.9,93.1,32.1,103.5
COc1ccc(O)c(/C=N/Nc2nc3ccccc3[nH]2)c1,4.4,101.2,-16.8,2.1,100.2,100.2,24.0,100.9
COc1ccc(C(=O)Nc2cc(OC)c(NC(=O)c3ccco3)cc2OC)cc1,1.5,101.2,33.1,4.8,105.7,129.5,82.3*,97.1
O=C(Nc1nc(-c2ccc(Cl)cc2Cl)cs1)C1CCCO1 (stereo unspecified),-10.0,100.9,8.1,-3.0,96.8,120.6,5.7,98.0
CCCCCCCC(=O)O,4.9,100.8,/,0.0,101.4,88.7,-0.7,103.5
Cc1nc(/C=[N+](\[O-])C(C)(C)/C=N/O)n(O)c1C,2.2,102.5,3.8,-0.8,104.5,101.8,2.4,98.0
COc1ccc(C(CNC(=O)c2ccco2)N2CCCC2)cc1 (stereo unspecified),-0.8,102.1,-10.9,-7.2,107.4,78.3,0.0,98.0
Cc1ccc(Cn2ccc(-c3cnc(-c4ccccc4)s3)n2)cc1,2.5,99.6,3.7,-5.2,100.3,100.7,-14.4,98.9
O=C(NCCCN1CCOCC1)c1csc2c1CCCC2,0.3,105.6,-0.8,0.8,103.2,121.9,-0.8,100.3
Cc1nnc(NC(=O)CSc2ccc(-c3cccnc3)nn2)s1,2.4,97.1,-7.5,2.5,100.6,104.4,17.7,100.2
C=CCn1c(O)c(N=O)c2cc(C)ccc21,2.3,96.3,-8.1,0.6,106.6,94.2,14.0,100.0
CCOC(=O)c1cc(=O)n(Cc2ccccc2C)c2ccccc12,-1.4,102.8,-2.9,-13.9,110.4,61.0*,0.2,97.7
C=CCOC(=O)C1=C[C@@H](c2coc3ccccc3c2=O)C[C@@H](OCCCCO)O1,-7.3,85.5,13.3,-3.3,116.5,99.4,-2.9,91.3
Cn1c(SCC(=O)N/N=C/C=C\c2ccccc2[N+](=O)[O-])nc2ccccc21,-3.9,111.5,-4.7,1.1,98.0,101.0,108.2*,107.1
O=C(c1cccs1)N1CCCC(c2nc(-c3ccc(F)cc3)no2)C1 (stereo unspecified),1.1,106.3,23.4,8.9,102.8,77.6,12.2,99.3
CCC(C)(C)C(=O)O,4.2,97.0,4.6,9.9,100.9,86.7,-0.8,101.1
O=C(Nc1ccc(Nc2ccccc2)cc1)C(Cl)Cl,4.6,86.9,-12.4,-0.3,108.9,103.5,2.9,97.6
O=C(c1ccco1)n1nc(-c2ccco2)nc1SCc1ccccc1,-5.2,102.4,-2.6,2.0,85.1,97.5,-3.0,98.8
O=S(=O)(NCC1CCC(NS(=O)(=O)c2c(F)cccc2F)CC1)c1ccc2c(c1)OCCO2 (stereo unspecified),3.5,90.7,/,4.5,99.5,109.6,19.8,91.0
Cc1nnc(SCc2ccc(Cl)cc2)n1CC1CCCO1 (stereo unspecified),-3.3,102.4,-0.1,2.9,95.1,98.1,-0.5,102.8
CCCCNC(=S)Nc1ccccc1F,1.3,109.0,-4.0,11.5,115.0,102.5,3.7,103.3
CN(C)S(=O)(=O)c1cccc(NC(=O)CSc2nc3c(cc2C#N)C(=O)CC(C)(C)C3)c1,-2.9,98.3,4.7,4.8,92.8,107.9,-1.1,105.7
CC(=O)N1CCC(C(=O)NC2CCCc3c2cnn3-c2cc(F)cc(F)c2)CC1 (stereo unspecified),0.8,103.7,3.2,3.2,92.5,91.2,-1.8,94.2
CCOC(Cn1c(SCC(=O)Nc2cc(C)on2)nc2ccccc2c1=O)OCC,5.0,98.4,-1.7,4.3,100.0,95.9,-1.1,96.7
CCOC(=O)c1c(C2CC2)csc1NC(=O)COC(=O)c1ccc[n+]([O-])c1,-0.9,97.9,-2.5,-4.2,100.8,91.3,-1.0,98.3
CCCCCCSc1ccc([C@@H]2[C@@H]3C(=O)N(CC)C(=O)[C@@H]3[C@]3(C(=O)OC)CCCCN23)cc1OC,-10.7,95.7,-0.1,2.0,90.1,97.8,1.0,97.3
O=C(COc1ccc2ccc(=O)oc2c1)Nc1cccnc1,-3.1,102.4,-0.3,9.3,95.9,83.6,15.9,96.4
CC1C(=O)Nc2ccccc2N1C(=O)c1ccc(Cl)c(Cl)c1 (stereo unspecified),4.8,109.3,-19.9,9.5,94.0,97.5,-0.8,109.7
Cc1nc2ccccc2c(=O)n1NC(=O)C1CCC(C(C)(C)C)CC1 (stereo unspecified),4.2,100.7,0.7,-1.4,97.1,99.6,0.3,96.4
Cc1nn(-c2ccccc2)c(Cl)c1/C=N/Nc1nc2ccccc2[nH]1,-10.4,94.9,-5.6,5.1,94.3,93.8,23.4,101.6
COc1cc(N)ccc1NC(=O)c1cccs1,-5.8,96.0,5.9,4.5,96.8,99.3,60.3*,95.5
CCOc1c(C)cnc2c1c(=O)n(Cc1ccccc1Cl)c(=O)n2C,4.9,96.8,-12.0,2.0,100.8,92.9,-0.1,95.8
Cc1ccc(S(=O)(=O)N(C)Cc2ccc(-c3nnc4n3CCC4)cc2)cc1,-0.1,96.4,-1.2,-5.4,96.4,90.3,-0.1,93.6
c1ccc(-c2cc(-c3ccccc3)ncn2)cc1,8.7,97.6,/,1.1,105.5,92.2,0.3,95.3
COCC(C)NC(=O)c1cc(-c2ccc(O)cc2)on1 (stereo unspecified),10.3,94.2,2.8,-1.6,94.2,126.4,-0.1,96.3
CCOC(=O)c1sc2nc(N3CCOCC3)c3c(c2c1N)CCC3,0.9,102.0,11.2,0.2,107.1,100.2,-19.0,96.3
